# Screens as filed in PubChem BioAssay.
# FLuc stim CS: firefly luciferase counter-screen for stimulation assays; AID 1027; P08659; activation factor at 10 µM; ATPlite luciferase biochemical, luminescence, 10 min; 0 = ATP-free wells, 1 = DMSO control; 200,000 tested, under 10 active;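 active = luciferase activation factor, scaled between plate controls, of at least 2 with compound at 10 µM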
# Target sequence (P08659 whole entry, looked up): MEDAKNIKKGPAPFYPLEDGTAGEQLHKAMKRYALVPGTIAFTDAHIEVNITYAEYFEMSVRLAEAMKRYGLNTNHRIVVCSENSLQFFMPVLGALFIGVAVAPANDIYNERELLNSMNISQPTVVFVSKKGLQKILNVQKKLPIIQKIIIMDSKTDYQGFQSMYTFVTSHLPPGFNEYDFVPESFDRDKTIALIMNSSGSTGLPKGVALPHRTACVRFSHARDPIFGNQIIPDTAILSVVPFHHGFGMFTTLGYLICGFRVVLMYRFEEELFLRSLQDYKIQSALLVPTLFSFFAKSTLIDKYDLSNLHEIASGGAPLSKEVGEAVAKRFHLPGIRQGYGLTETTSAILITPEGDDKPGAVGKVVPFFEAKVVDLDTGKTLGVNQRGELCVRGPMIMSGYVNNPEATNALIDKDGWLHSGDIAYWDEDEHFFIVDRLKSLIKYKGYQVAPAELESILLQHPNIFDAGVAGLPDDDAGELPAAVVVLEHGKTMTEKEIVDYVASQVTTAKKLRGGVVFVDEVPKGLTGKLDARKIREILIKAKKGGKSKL
#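 System: Luciferase/luciferin detection reagent, cell-free biochemical luciferase assay | Medium: PBS buffer for ATP | Dosing: Test compounds dosed from 2 mM stocks in 100% DMSO | Timing: 10 min at ambient temperature | Signal: Luminescence measurement of luciferase light output | Evaluation: Luciferase activation, seen as luminescence increase over controls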
# APP transl inh: APP translation inhibition | 190,000 tested, 0.82% active | inhibition, % at 2 µM | AID 1285 | SH-SY5Y APP 5'UTR-luciferase reporter, luminescence;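 active = inhibition above a set limit, derived from the sample mean plus 3 SD, cut at about 45% in these data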; also: values of inactives mirror those of a sister screen read the other way
# Lmaj promast: inhibitors of Leishmania major promastigote growth; AID 1063; inhibition, % at 10 µM; 200,000 tested, 9% active; Leishmania major promastigotes, resazurin fluorescence viability; in the data active = inhibition above about 50%;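 also: promastigotes grown with compound for 44 hours at 28 °C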
# TNAP inh noacc: inhibitors of human TNAP without phosphate acceptor; inhibition, % at 20 µM; AID 1012; 200,000 tested, 0.26% active; purified TNAP, CDP-star luminescence, 30 min; P05186;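 active = tissue-nonspecific alkaline phosphatase inhibition above about 50% at 20 µM in the single-dose screen, limit read from the data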;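 also: 0% = DMSO negative control and 100% = EDTA positive control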
# Target sequence (P05186 whole entry, looked up): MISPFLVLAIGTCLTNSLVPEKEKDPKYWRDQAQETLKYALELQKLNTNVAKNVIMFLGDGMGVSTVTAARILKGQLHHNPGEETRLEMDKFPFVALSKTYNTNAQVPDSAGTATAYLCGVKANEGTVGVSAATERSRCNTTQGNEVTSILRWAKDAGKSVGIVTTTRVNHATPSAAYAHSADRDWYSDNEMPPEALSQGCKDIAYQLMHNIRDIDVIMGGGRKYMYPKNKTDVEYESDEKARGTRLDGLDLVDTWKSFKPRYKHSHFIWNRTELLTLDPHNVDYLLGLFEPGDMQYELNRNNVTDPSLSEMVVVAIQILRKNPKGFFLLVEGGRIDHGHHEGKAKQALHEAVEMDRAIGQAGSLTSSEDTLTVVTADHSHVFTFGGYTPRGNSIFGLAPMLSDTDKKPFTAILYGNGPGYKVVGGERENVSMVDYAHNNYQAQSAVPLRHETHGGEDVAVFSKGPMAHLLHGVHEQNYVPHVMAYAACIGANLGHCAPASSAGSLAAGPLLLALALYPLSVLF
# TNAP inh hi DEA: inhibitors of human TNAP at high phosphate acceptor concentration; purified TNAP, CDP-star luminescence, 1 M DEA; AID 1135; inhibition, % at 20 µM; 200,000 tested, 0.03% active; P05186;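 active = over 50% inhibition of tissue-nonspecific alkaline phosphatase at 20 µM in the single-dose screen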;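 also: plate controls were DMSO wells for no effect and EDTA-quenched wells as full inhibition for full effect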
# RAM inhibit: inhibitors of the yeast RAM network; S. cerevisiae dse1pr::URA3 reporter, 5-FOA growth OD615, 2 d; analog-sensitive cbk1-as2 kinase mutant strain; inhibition, % at 50 µM; 190,000 tested, 1.8% active; AID 868;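 active = inhibition above a set limit, 3 SD over mean compound inhibition, cut at about 8.4% in these data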;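 also: 0% = DMSO-only wells with no growth and 100% = 10 µM 1-NA-PP1 full growth; inhibition rescues growth on 5-FOA so higher OD means more RAM inhibition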
# bIAP activator: increases bovine intestinal alkaline phosphatase activity. 200,000 tested, 0.17% active. activation factor at 20 µM. AID 1016. purified bovine IAP, CDP-star luminescence, 30 min; active compounds read high; fold of DMSO-control signal, blank-subtracted;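 active = activation factor of 2 or more at 20 µM, a signal rise over negative controls twice the positive control's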
# TNAP act hi DEA: activators of human TNAP at high phosphate acceptor concentration; P05186; purified TNAP, CDP-star luminescence, 1 M DEA, 30 min; active compounds read high; 0 = EDTA background, 1 = DMSO-only activity; activation factor at 20 µM; 200,000 tested, under 10 active;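 active = activation factor at least 2 at 20 µM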
#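 Assay system: human TNAP; Input: enzyme diluted 1/800 final; Reagent: CDP-star luminogenic substrate at 100 µM final; Timing: 30 min, room temperature; Signal: luminescence; Evaluation: TNAP activation factor scaled between EDTA and DMSO control wells.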
# bIAP inhibitor: blocks bovine intestinal alkaline phosphatase activity. inhibition, % at 20 µM. AID 1019. 190,000 tested, under 10 active. purified bovine IAP, CDP-star luminescence, 30 min;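 active = over 50% inhibition of intestinal alkaline phosphatase at 20 µM in the single-dose screen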
#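 System: Purified bovine intestinal alkaline phosphatase (IAP) enzyme | Input: IAP diluted 1/65,000,000 in the well | Also added: CDP-star chemiluminescent phosphatase substrate, 30 µM final | Dosing: 20 µM single dose | Times: Enzyme reaction for 30 min at room temperature | Detection: Luminescence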
# FLuc inhib CS: counter-screen for luciferase assay inhibitors: firefly luciferase inhibition; 200,000 tested, 1.5% active; P08659; AID 1006; inhibition, % at 10 µM; ATPLite firefly luciferase biochemical luminescence, 10 min;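 active = inhibition above about 50% when tested at 10 µM, limit read from the data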
# * = called active by the depositor; . = not tested or not shown.
SMILES,FLuc stim CS,APP transl inh,Lmaj promast,TNAP inh noacc,TNAP inh hi DEA,RAM inhibit,bIAP activator,TNAP act hi DEA,bIAP inhibitor,FLuc inhib CS
CCOC(=O)C(C)/C(C)=N/NC(N)=S (stereo not given),1,-12,61*,-25,-2,-0.1,1.6,1,-56,0
Cc1ccc2c(C)nc(/N=C(\N)NC(=O)N3c4ccccc4Sc4ccccc43)nc2c1,1,-10,44,-2,-1,3.9,1,1,4,-2
COC(=O)c1ccc(OC(=O)c2ccc(OC)c(OC)c2)c(OC)c1,1.1,1,-1,-10,-8,2.3,1,1.1,3,-8
CC1(C)NC(=O)N(CC(=O)Nc2cc(S(=O)(=O)N3CCOCC3)ccc2N2CCOCC2)C1=O,1,4,11,-6,-4,-1.2,1,1,-1,0
CCOC(O)[C@H]1N[C@@H](c2ccc(Cl)cc2)[C@@H]([N+](=O)[O-])[C@@H]1c1ccccc1 (stereo not given in full),1,0,-5,-3,0,1.9,1,1,5,-3
NS(=O)(=O)c1ccc(-n2nc(C(=O)O)cc2-c2ccc(Cl)cc2)cc1,1,-18,-5,-1,-5,0.8,1,1,-2,-5
COc1ccc(CNc2ccc3c(c2)CCC3)cc1OC,1,-20,7,-19,0,0.8,1,1,-1,-3
CC(C)(C)S(=O)(=O)/C(C#N)=N/Nc1ccc(S(C)(=O)=O)cc1,1,17,-5,3,2,2.0,1.1,1,-6,-3
CC(C)(C)c1cc(/C=N/NC(=O)Cc2nc3ccccc3[nH]2)cc(C(C)(C)C)c1O,1,1,9,-24,-4,2.0,1.3,1,-26,-3
O=C(C1CCCN1C(=O)c1cccs1)N1CCc2ccccc21 (stereo not given),1,-19,-4,-2,-2,0.1,1,1,4,-4
Cc1c(-c2ccccc2)nc2ccccc2c1C(=O)OCC(=O)Nc1ncc(C(F)(F)F)cc1Cl,1,-1,46,2,2,7.6,1.1,1,-6,-2
CCOC(=O)c1sc(-c2ccccc2)cc1NC(=O)Nc1ccc([N+](=O)[O-])cc1,1.1,-14,85*,2,0,7.1,1.1,1,-10,-11
Cc1ccc(S(=O)(=O)NCc2ccncc2)c(C)c1C,1,10,-2,-11,-8,-0.1,1,1.1,-4,-4
Cc1cccc(NCC(=O)N/N=C\c2ccccn2)c1,1.1,2,-5,-11,-7,0.4,1.3,1.1,-31,-7
Cc1sc2nc(COC(=O)c3c(F)cccc3F)[nH]c(=O)c2c1C,1,-16,-4,-7,-3,2.3,1,1,-2,1
Cn1cc([C@@H]2C[C@H]3CN(Cc4cccc(Cl)c4)C(=O)[C@]34CCCN24)c(-c2ccccc2)n1,1,17,42,-2,-3,-1.2,1.1,1,-8,-2
Cc1cc(C)n(CC(O)CN(c2cccc([N+](=O)[O-])c2)S(=O)(=O)c2ccccc2)n1 (stereo not given),1.1,5,6,-5,-3,2.9,1,1,5,-6
O=C(NCc1nc2ccccc2[nH]1)C1=C[C@@H](c2ccc(Br)cc2)C[C@@H](OCCCCO)O1,1.1,-5,9,-12,-7,0.8,1.1,1.1,-5,-10
Cc1ccc(CN2C(=O)c3ccccc3C2C(=O)NCc2cccnc2)cc1 (stereo not given),1,-15,6,-10,-4,-0.7,1.2,1,-15,-2
Cc1cc(NC(=O)/C=C/C(=O)N(c2ccccc2C)C(C(=O)NC2CCCC2)c2ccc(F)cc2)no1 (stereo not given),1.1,0,71*,-8,-8,4.1,1,1.1,5,-6
Cc1c(CNC(=O)c2cnn3c2NC(c2ccc(Br)cc2)CC3C(F)(F)F)cnn1C (stereo not given),1,6,8,-10,0,1.9,1,1,4,0
COc1ccc(OC)c(-c2nc(CN(C)C(C)c3ccncn3)c(C)o2)c1 (stereo not given),1,6,16,-4,1,0.0,1.1,1,-9,-1
CC(C)c1ccc(C(=O)CC2(O)C(=O)N(CN3CCOCC3)c3ccccc32)cc1 (stereo not given),1,8,2,-8,-3,0.8,0.9,1,6,-4
O=c1c2c3n(c(=O)nc2[nH]n1-c1ccccc1)CCCCC3,1,-3,10,-9,-3,0.1,0.9,1,11,-2
NCCCCCc1nnc(SCC(N)=O)o1,1.1,-25,-3,-14,-3,2.0,0.9,1,7,-5
CC(NC(=O)C(C)(C)C)c1nc2ccccc2n1C (stereo not given),1.1,9,-7,-9,-8,2.0,1,1.1,4,-11
O=C(NC(=S)N1CCCc2ccccc21)c1ccccc1,1,-28,-2,-11,-2,-0.2,0.9,1,7,-3
COc1cccc(C2(O)CCN(C(=O)Cc3cccnc3)CC2)c1,1,10,-7,-7,-3,1.2,1,1,0,1
CCOc1ccc(-c2ccc(SCC(=O)N3CCN(c4ccccc4)CC3)nn2)cc1,1,-9,-3,-19,1,1.8,1,1,3,4
OCCNc1cc(-n2nc(-c3ccccc3)cc2-c2ccccc2)ncn1,1,6,3,-5,-1,-0.9,1,1,-2,-1
O=C(NCCCn1ccnc1)c1cccc(S(=O)(=O)Nc2ccccc2F)c1,1.1,2,-7,-11,-8,0.3,0.9,1.1,6,-9
Cc1nnc(NC(=O)CSc2nc3c(c(=O)n2C)SC(C)C3)s1 (stereo not given),1,-5,-6,-2,5,3.3,0.9,0.9,7,0
Cc1[nH]c(=O)[nH]c(=O)c1S(=O)(=O)N1CCCC1,1.1,22,-9,-9,-4,0.1,1,1,0,-6
NC(=O)c1ccc(NC(=S)NCc2ccco2)cc1,1,-25,9,-5,2,0.1,1,1,0,-5
CC1(C)CN=C(N(Cc2ccccc2)C(=O)Nc2ccccc2)S1,0.9,-33,-1,-4,1,2.6,0.9,1,8,8
CCS(=O)(=O)Nc1cccc(-c2ccc3nnc(C)n3n2)c1,1,-9,-5,-16,-6,0.3,1,1.1,0,-2
Cc1ccc(/C=C(\NC(=O)c2ccccc2)C(=O)OCc2ccccc2)cc1,1,19,63*,-9,3,5.7,0.9,1,14,-1
Cc1nn(-c2ccccc2)c2sc(C(=O)N3CCc4ccccc4C3)cc12,1,8,-2,-4,2,3.9,0.9,1,6,-2
Cc1ccc(Cn2ncc3c(N4CCN(Cc5ccc(Cl)cc5)CC4)ncnc32)cc1,1.1,-1,69*,0,-8,-0.1,1.1,1.1,-6,-12
CCCC(=O)Nc1cc(C(=O)O)ccc1S(=O)(=O)c1ccc(C)cc1,1.1,-20,-9,-8,-1,4.9,1,1,3,-8
CCC(C)NC(=O)CCc1nc2ccccc2n1-c1ccccc1 (stereo not given),1,-2,1,-16,2,1.1,0.8,1,22,-1
COCC(C)NC(C(=O)Nc1ccc(Cl)c([N+](=O)[O-])c1)c1ccccc1 (stereo not given),1,-1,-3,-20,-3,2.3,0.9,1,13,-4
O=C(C1=C[C@@H](C2CC2)C[C@@H](OCc2ccc(CO)cc2)O1)N1CCN(Cc2ccccc2)CC1,1,15,-5,-10,-6,0.8,1,1.1,-1,-2
Cc1ccccc1NC(=O)c1ccc(NC(=O)c2ccco2)cc1,1,-8,-6,-8,-2,1.3,0.8,1,19,-1
Cc1cc(C)c2c(C)nn(-c3ccccc3)c2n1,1,-8,-1,-16,-3,0.8,1,1,5,-3
C=CCNc1nc(NCCN2CCOCC2)nc(OC)n1,1,-69,-3,-3,2,1.4,1,1,1,0
CC(=O)c1c(N=CN(C)C)nc(C)nc1-c1ccccc1,1.1,-9,-4,-13,-5,1.3,1,1,2,-6
Cc1ccc(N(C)C(=O)N2CCN(S(=O)(=O)c3ccc4ccccc4c3)CC2)cc1,1,2,18,-10,-6,4.3,1,1.1,-1,-5
Cc1cc(N)nc(C)c1C#N,1,-29,-7,-9,0,2.2,1.1,1,-6,-3
Cc1ccc(Oc2ccc(C(=O)NCc3ccncc3)cc2)cc1,1,6,9,-23,-7,0.5,1.1,1.1,-12,-4
Cc1ccc(NC(=O)c2cc(-n3cnnc3)ccc2Cl)c(C)c1,1,10,-3,-5,1,-0.1,0.9,1,14,5
CCc1cccc(C)c1NC(=O)CN1C(=O)c2ccccc2S1(=O)=O,1,.,-7,-15,-2,1.1,1,1,-2,-1
Cc1nnc(SCC(=O)N2CCN(S(=O)(=O)c3ccccc3)CC2)n1Cc1ccccc1,1.1,-7,2,-12,-6,-0.3,1,1.1,-4,-8
O=C(O)C1CC=CCC1C(=O)Nc1ccc(N2CCN(Cc3ccccc3)CC2)cc1 (stereo not given),1,-5,-2,4,-1,1.2,1,1,4,-1
COc1ccccc1N1CCN(CC(=O)c2c(C)[nH]c3ccccc23)CC1,1.1,-7,3,-13,-8,1.2,1,1.1,-4,-8
COc1ccc(C)cc1S(=O)(=O)N1CCC(C(=O)NCCc2ccccc2)CC1,1.1,-16,0,-4,-1,0.2,1,1,-1,-7
O=C(CSc1ccc(-c2ccccn2)nn1)c1ccccc1,1,-39,46,1,0,-0.1,1,1,-2,4
CCCc1nnc(NC(=O)c2c(O)c3cccc4c3n(c2=O)CC4)s1,1,.,.,-1,0,.,1.1,1,-8,1
COc1ccc(NC(=S)N(CCCN2CCCCCC2)Cc2cccs2)cc1,1,-14,97*,-9,0,1.0,1,1,-5,0
O=C(CCN1C(=O)c2ccccc2S1(=O)=O)Nc1ccccc1,1,-7,-1,-8,-5,0.5,1.1,1,-8,-3

# Rewritten with values under each structure: entries from further up.
# Every second line gives: FLuc stim CS	APP transl inh	Lmaj promast	TNAP inh noacc	TNAP inh hi DEA	RAM inhibit	bIAP activator	TNAP act hi DEA	bIAP inhibitor	FLuc inhib CS
- Cc1ccc(N(C)C(=O)N2CCN(S(=O)(=O)c3ccc4ccccc4c3)CC2)cc1
→ 1	2	18	-10	-6	4.3	1	1.1	-1	-5
- Cc1cc(N)nc(C)c1C#N
→ 1	-29	-7	-9	0	2.2	1.1	1	-6	-3
- Cc1ccc(Oc2ccc(C(=O)NCc3ccncc3)cc2)cc1
→ 1	6	9	-23	-7	0.5	1.1	1.1	-12	-4
- Cc1ccc(NC(=O)c2cc(-n3cnnc3)ccc2Cl)c(C)c1
→ 1	10	-3	-5	1	-0.1	0.9	1	14	5
- CCc1cccc(C)c1NC(=O)CN1C(=O)c2ccccc2S1(=O)=O
→ 1	.	-7	-15	-2	1.1	1	1	-2	-1

# Next section:
SMILES,FLuc stim CS,APP transl inh,Lmaj promast,TNAP inh noacc,TNAP inh hi DEA,RAM inhibit,bIAP activator,TNAP act hi DEA,bIAP inhibitor,FLuc inhib CS
N#Cc1cc2c(nc1SCc1ccncc1)CCC2,1,-48,16,-6,1,0.8,0.9,1,11,2
COc1ccc(-c2n[nH]c(=S)o2)c(OC)c1,1.1,-10,-4,-4,-8,1.8,0.8,1.1,16,-6
Cc1cc(C)n(CCc2nc(-c3cccs3)cs2)n1,1,-15,12,-10,0,0.0,1.1,1,-11,2
COc1ccc(OC)c(-c2c3c([nH]c(=S)c2C#N)CCCC3)c1,1,4,-1,-7,-1,1.6,1,1,4,0
CCCCCCC(C)n1cc(C(C)=O)c(=O)n(C)c1=O (stereo not given),0.9,3,-3,-9,-6,0.9,1,1.1,0,12
Nc1ccccc1SCc1cn2ccccc2n1,0.7,-88,1,-13,-6,1.4,0.7,1.1,31,30

# Compounds were not picked by outcome; any-hit rate near 13%.
